Screening results (PubChem BioAssay)
SW480 rereplic: A quantitative high throughput screen for small molecules that induce DNA re-replication in SW480 colon adenocarcinoma cells; SW480 DNA re-replication, Hoechst DNA content imaging, 48 h; Potency, µM (series often up to 46.1 µM), for inactives: top-dose re-replication activation, actives largely listed as activators; actives 1.8% (n = 340,000); AID 624297, 2012; also: % of control where 0% means no effect; nearly all actives have a fitted effect of over 55% in size
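Cells (250 per well) received 23 nL compound or DMSO by pin tool and were kept 48 hr at 37 C, 5% CO2. Nuclei were then stained with Hoechst for 40 min and scanned for DNA content.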
KB-3-1 tox: qHTS assay for MDR1-selective chemotherapeutics: Primary screen using the parental adenocarcinoma cell KB-3-1; KB-3-1 viability, CellTiter-Glo ATP luminescence, 72 h; Potency, µM (highest dose often 46.1 µM), without a hit: top-dose activity change, negative = cytotoxic, hits mostly cytotoxic; actives 1.4% (n = 400,000); AID 1347075, 2019; also: % is scaled to controls: 0 for no effect and ±100 for the full control effect; nearly all actives have a fitted effect of over 60% in size
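Parental KB-3-1 viability, qHTS format: 72 h compound exposure, 37 °C; CellTiter-Glo; media-only wells and DMSO plates as controls; concentration-effect fits on corrected data.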
GLP-1R agonist: qHTS of GLP-1 Receptor Agonists. Potency, µM (doses to about 45.6 µM), for the others: at the highest dose activation, actives largely listed as activators. Glucagon-like peptide 1 receptor (Homo sapiens), P43220. actives 0.007% (n = 380,000). AID 624172, 2012. HEK293 GLP-1R CRE-luciferase, luminescence, 4-6 h; cells express a hypersensitive GLP-1R form; also: % of control where 0% means no effect
Target sequence (P43220 whole entry, looked up): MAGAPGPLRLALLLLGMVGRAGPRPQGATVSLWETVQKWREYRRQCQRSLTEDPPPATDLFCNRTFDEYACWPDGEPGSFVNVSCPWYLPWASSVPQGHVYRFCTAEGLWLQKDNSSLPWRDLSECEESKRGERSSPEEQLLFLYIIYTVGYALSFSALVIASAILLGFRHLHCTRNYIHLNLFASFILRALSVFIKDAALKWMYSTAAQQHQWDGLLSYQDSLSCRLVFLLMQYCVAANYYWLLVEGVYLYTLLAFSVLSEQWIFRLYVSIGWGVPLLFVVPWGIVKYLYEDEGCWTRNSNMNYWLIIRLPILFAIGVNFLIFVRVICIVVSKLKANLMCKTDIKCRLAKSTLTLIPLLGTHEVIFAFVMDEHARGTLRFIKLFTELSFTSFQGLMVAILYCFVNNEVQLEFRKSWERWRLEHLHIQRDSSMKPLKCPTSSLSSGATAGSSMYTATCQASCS
TDP-43 yeast inh: qHTS of TDP-43 Inhibitors | TDP-43 expressing yeast growth rescue, BacTiter-Glo, 24 h | Potency, µM (highest dose often 46.1 µM), for the others: at the top dose growth rescue (activation), most hits filed as activators | actives 1.8% (n = 410,000) | AID 652104, 2013; also: % of control where 0% means no effect; nearly all actives have a fitted effect of over 50% in size
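Cell-based yeast growth screen: TDP-43 expression induced in galactose, inoculum OD600=0.02 after raffinose pregrowth to mid-log. Read-out BacTiter-Glo luminescence at 24 hr, 30 deg C; inhibition of toxicity seen as signal increase.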
HT1080NT lethal: qHTS for induction of synthetic lethality in tumor cells producing 2HG: qHTS for the HT-1080-NT fibrosarcoma cell line | HT-1080-NT fibrosarcoma viability, CellTiter-Glo ATP luminescence, 48 h | Potency, µM (doses to about 46.1 µM), without a hit: at the top dose activity, negative = less viability, most hits filed as cytotoxic | actives 1.6% (n = 360,000) | AID 686970, 2013;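 also: NT is the 2HG producing partner of a matched IDH1 knockdown line; 0% = DMSO-treated cells and -100% = media-only wells without cells; nearly all actives have a fitted effect of over 55% in size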
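Read-out is CellTiter-Glo luminescence after 10 minutes at room temperature, following 48 hours' compound treatment of HT-1080-NT cells (750 cells/well, RPMI, 5% FBS, 37 degrees C).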
HT1080 IDH1KD tx: qHTS for induction of synthetic lethality in tumor cells producing 2HG: qHTS for the HT-1080-IDH1KD cell line; HT-1080 IDH1 knockdown viability, ATP luminescence, 48 h; Potency, µM (doses to about 46.1 µM), inactives show at the highest dose activity, negative = toxicity, actives largely listed as cytotoxic; actives 2% (n = 360,000); AID 686971, 2013;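 also: 0% = DMSO wells and -100% = cell-free medium wells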
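In this qHTS, HT-1080 cells depleted of IDH1 are exposed for 48 h at 37 °C to compound titrations. Toxicity is scored from CellTiter-Glo luminescence, with DMSO as full viability and medium alone as none.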
KB-V1 MDR tox: qHTS assay for MDR1-selective chemotherapeutics: Primary screen using the drug-selected MDR subline cells KB-V1; KB-V1 MDR cells viability, CellTiter-Glo, 72 h; Potency, µM (doses to about 46.1 µM), without a hit: at the top dose activity change, negative = cytotoxicity, most hits filed as cytotoxic; actives 3.4% (n = 400,000); also: % is scaled to controls: 0 for no effect and ±100 for the full control effect; nearly all actives have a fitted effect of over 60% in size
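Drug-selected KB-V1 cells, grown in DMEM lacking phenol red with 10% FBS, receive compound titrations; after three days at 37 degrees C, surviving cell ATP is quantified by CellTiter-Glo luminescence and responses normalized and curve-fitted.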
GLP1R inv ag: qHTS of GLP-1 Receptor Inverse Agonists (Inhibition Mode); Glucagon-like peptide 1 receptor (Homo sapiens), P43220; HEK293 GLP-1R CRE-luciferase, luminescence, 24 h; GLP-1R form is constitutively active; Potency, µM (highest dose often 38.3 µM), without a hit: at the top dose activity change, negative = inhibition, usual class: inhibitors; actives 1.6% (n = 410,000); AID 624417, 2012; also: % is scaled to controls: 0 for no effect and ±100 for the full control effect; nearly all actives have a fitted effect of over 55% in size
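Seeding at 200 cells/uL, 12 h culture, 24 hr compound treatment, then luciferase reagent and a luminescence read; cells are HEK293 stably expressing a constitutively active GLP-1R plus cAMP-responsive luciferase.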
HEK293 tox: qHTS of GLP-1 Receptor Inverse Agonists: Cytotox Screen; HEK293 cAMP-luciferase reporter cells, luminescence, 24 h; Potency, µM (series often up to 38.3 µM), for inactives: at the top dose activity change, negative = inhibition, most hits filed as inhibitors; actives 0.13% (n = 410,000);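 also: loss of luciferase light is scored as toxicity; % is scaled to controls: 0 for no effect and ±100 for the full control effect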
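1536-well qHTS counterscreen of the MLSMR; 200 cells/uL, 12 h pre-incubation, 23 nL cpd, 24 h at 37 deg C 5% CO2, luciferase detection reagent, 12 min RT, luminescence. Inhibition = undesired.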
Numbers without * were called inactive; ? = inconclusive; / = no result given; [ ] = dose if it differs, or a comment. Calls follow the shape of the dose curve; as a rule, active = well fitted curve in the direction sought with a large enough effect; inconclusive = small, poorly fitted or top-dose-only effect, or another doubt; inactive = no such curve, though single readings can be large; an effect the other way counts as inactive or inconclusive. Potency is read from the fitted curve at half-maximal effect.

canonical_smiles	SW480 rereplic	KB-3-1 tox	GLP-1R agonist	TDP-43 yeast inh	HT1080NT lethal	HT1080 IDH1KD tx	KB-V1 MDR tox	GLP1R inv ag	HEK293 tox
Cc1ccc(S(=O)(=O)N2CCCCC2C(=O)O)cc1 (stereo not given)	20.0%	-0.5%	-0.3%	-12.5%	-8.6%	2.1%	-1.4%	6.2%	7.3%
Cc1ccc(OC(F)F)c(NC(=O)Nc2cccc(C(F)(F)F)c2)c1	11.2µM*	?	-17.0%	-2.1%	?	?	?	?	?
CCCCCC(=O)N/N=C(\C)c1ccc(N2CCCCC2)cc1	25.8%	10.0%	2.9%	22.4%	-11.6%	0.0%	4.8%	1.7%	-1.3%
Cc1ccc(S(=O)(=O)NCC(Nc2cccc(Cl)c2)c2ccccc2)cc1 (stereo not given)	/	?	-5.9%	7.2%	/	/	?	11.2µM*	-27.5%
COc1cccc(C(=O)N2CCn3c2nc2ccccc23)c1	-6.1%	2.3%	9.1%	-11.9%	0.6%	1.6%	20.8%	31.8%[activator]	5.5%
COc1ccccc1C(=O)NC(=O)COC(=O)C1CC1	-2.8%	?	-11.8%	27.6%	1.2%	2.7%	-10.7%	3.9%	-13.7%
O=C(O)COc1ccc2c(c1)CCCC2	-3.2%	0.9%	-3.5%	-10.2%	-2.8%	-4.2%	8.5%	63.1%[activator]	0.0%
CC(C)OCCCN1CC(=O)N2[C@@H](Cc3c([nH]c4ccccc34)C2(C)C)C1=O	-2.2%	1.5%	-0.6%	-4.8%	-1.5%	0.2%	6.2%	-22.9%	1.4%
O=C1CSC(c2c(F)cccc2Cl)N1c1cccc(F)c1 (stereo not given)	-8.6%	-0.6%	1.2%	9.2%	-0.6%	0.2%	-1.1%	0.0%	3.1%
CCOC(=O)Cc1csc(NC(=O)/C=C/c2cccc(Br)c2)n1	3.3%	-24.7%	15.6%	20.0%	?	?	1.2%	-25.5%	-9.7%
Cn1nc(C(=O)N2CCN(c3ccccn3)CC2)c2ccccc2c1=O	-6.2%	-22.8%	-2.7%	-11.3%	7.4%	-2.6%	?	1.7%	0.3%
c1cc2[nH]snc2c2nc(C3CC3)nc12	19.7%	?	-15.9%	-5.8%	-26.8%	?	?	?	-14.1%
CCCCN(CCCC)S(=O)(=O)c1ccc2oc(C(=O)NCc3ccccc3)c(C)c2c1	/	-4.0%	/	-2.0%	/	/	-15.2%	?	3.2%
C[C@@H]1CC=C[C@@H]2[C@H]1C(=O)N(Cc1ccccc1)[C@H]2c1cccc(C#Cc2ccccc2)c1	?	?	0.7%	15.4%	-28.8%	?	?	?	4.5%
Cc1cc(Cl)ccc1C(=O)C1CCCN(C(=O)/C=C/c2cnn(C)c2)C1 (stereo not given)	25.9%	0.9%	7.2%	31.9%	0.2%	0.0%	-24.2%	-10.2%	-34.0%

Molecules above containing fluorine (two):
canonical_smiles	SW480 rereplic	KB-3-1 tox	GLP-1R agonist	TDP-43 yeast inh	HT1080NT lethal	HT1080 IDH1KD tx	KB-V1 MDR tox	GLP1R inv ag	HEK293 tox
Cc1ccc(OC(F)F)c(NC(=O)Nc2cccc(C(F)(F)F)c2)c1	11.2µM*	?	-17.0%	-2.1%	?	?	?	?	?
O=C1CSC(c2c(F)cccc2Cl)N1c1cccc(F)c1 (stereo not given)	-8.6%	-0.6%	1.2%	9.2%	-0.6%	0.2%	-1.1%	0.0%	3.1%

New compounds follow:
canonical_smiles	SW480 rereplic	KB-3-1 tox	GLP-1R agonist	TDP-43 yeast inh	HT1080NT lethal	HT1080 IDH1KD tx	KB-V1 MDR tox	GLP1R inv ag	HEK293 tox
COc1ccc(Br)cc1C(=O)Nc1cccc2ccc(C)nc12	/	-1.4%	/	21.2%	/	/	0.6%	4.2%	8.3%
Cc1cccc(N2CCC(N3CCN(C4CCCCC4)C(CCO)C3)CC2)c1C (stereo not given)	-7.4%	-17.7%	5.5%	-8.0%	-5.6%	-0.7%	-19.5%	-29.1%	-13.7%
COC(=O)c1ccc(-c2cc3onc(-c4ccccc4)c3c(=O)n2C)cc1	-13.3%	4.1%	1.7%	20.7%	15.5%	11.3%	?	16.0%	-12.3%
COc1ccccc1N1CCN(CCOc2c(OC)cccc2OC)CC1	-0.6%	0.2%	16.6%	-5.4%	-25.5%	-29.0%	-16.9%	-15.7%	-2.7%
Cc1ccc(C(C)NC(=O)C2CCCC2)c(C)c1 (stereo not given)	-20.2%	-1.1%	-6.7%	10.5%	-6.1%	-8.3%	-1.9%	-24.3%	15.2%
COCCNc1ncnc2c1ncn2[C@H]1CN(Cc2cc(OC)c(OC)c(OC)c2)C[C@@H](CO)O1	/	0.0%	0.5%	4.5%	19.3%	8.6%	4.6%	1.3%	10.0%
Oc1c(C(c2ccc(Br)cc2)N2CCOCC2)sc2nc(-c3ccco3)nn12 (stereo not given)	/	3.6%	/	0.0%	/	/	-14.1%	0.2%	16.1%
Cn1c2c(c(=O)n(C)c1=O)CS(=O)c1ccccc1N2 (stereo not given)	/	12.8%	-6.4%	23.1%	3.8%	6.3%	-1.0%	12.6%	-6.7%
Cc1ccc(C(=O)O)cc1N=Cc1cc(Br)cc(Br)c1O	-1.9%	-26.5%	-1.6%	-19.5%	-22.0%	?	?	?	14.3%
CCOc1ncccc1C(=O)Nc1nnc(C(CC)CC)s1	-47.5%[inhibitor]	7.4%	30.0%	22.6%	6.6%	-2.9%	?	21.0%	-7.8%
NC(=O)Nc1ccc(C(=O)OCC(=O)N(Cc2ccccc2)C2CCS(=O)(=O)C2)cc1 (stereo not given)	3.1%	1.2%	0.6%	14.9%	10.5%	20.7%	3.5%	10.2%	3.3%
CCC(C)C(NC(=O)C1CCC(=O)N1C(=O)OCc1ccccc1)C(=O)NC(C(=O)N1CCCC1C(N)=O)C(C)CC (stereo not given)	-34.6%	0.7%	1.3%	11.1%	8.0%	15.0%	12.1%	18.5%	3.2%
Cc1ccc(NC(=O)C2CC(=O)Nc3nncn32)cc1 (stereo not given)	-1.5%	-4.1%	-1.3%	2.1%	-2.0%	-1.9%	0.0%	1.0%	14.7%
O=C(COc1ccccc1)Nc1ccc(S(=O)(=O)Nc2ncccn2)cc1	-12.5%	15.1%	2.5%	-21.6%	-1.8%	6.8%	16.3%	2.7%	-13.0%
Cc1cccc(CN2C(=O)c3ccccc3Sc3ccc(C(=O)N4CCCC4)cc32)c1	/	?	/	?	/	/	17.2%	?	-40.0%
CN(C)CCCCCN(C)Cc1cc2ccccc2o1	2.2%	-11.0%	4.9%	11.1%	?	-19.4%	-14.2%	?	7.9%
COc1ccccc1NC(=O)CSc1nnc(C2CCCCC2)o1	-3.6%	-0.7%	-2.5%	17.8µM*	4.3%	9.3%	-8.4%	46.4%[activator]	-10.5%
O=C(Nc1nc2ccccc2[nH]1)c1cccc(Br)c1	18.5%	?	14.8%	-8.6%	-15.6%	-24.8%	?	?	?
O=C(NCC1CCCN(C(=O)c2cccc(C(F)(F)F)c2)C1)c1ccc(F)cc1 (stereo not given)	?	-1.8%	6.5%	7.5%	6.1%	-0.9%	-12.8%	-16.5%	-21.2%
N/C(=N\OC(=O)CC1CCCCC1)c1cccc(Br)c1	13.9%	1.1%	14.9%	3.16µM*	15.3%	-2.8%	17.5%	?	13.3%
CN1CCN(c2ccc(Cl)cc2NC(=O)c2nn(-c3ccccc3)c(=O)c3ccccc23)CC1	?	-13.4%	0.4%	5.9%	-6.0%	-3.6%	-18.4%	-1.7%	5.8%
COCC(C)n1c(C)cc(C(=O)COC(=O)/C=C/c2cccc(F)c2)c1C (stereo not given)	-5.3%	8.3%	7.5%	?	-9.7%	-0.9%	1.2%	-7.6%	5.9%
Cc1cc(S(=O)(=O)N2CCN(Cc3ccccc3)CC2)c(C)s1	-3.6%	13.2%	2.0%	10.4%	1.6%	11.8%	0.0%	?	1.5%
CN1CCN(C(=S)NC(=O)c2ccccc2Cl)CC1	-5.5%	1.0%	-5.5%	4.9%	24.0%	17.6%	0.0%	-19.4%	-12.6%
Cn1c(C(=O)NCCN2CCCCCC2)cc2c(=O)n(C)c3ccccc3c21	-0.4%	3.0%	13.1%	9.0%	0.3%	-1.2%	-14.2%	7.9%	-14.3%
c1cncc(-c2nc(NCC3COc4ccccc4O3)c3ccccc3n2)c1 (stereo not given)	?	?	-48.7%[inhibitor]	-4.7%	?	?	?	?	-4.2%

Two entries from above, as labelled records.
COc1ccccc1NC(=O)CSc1nnc(C2CCCCC2)o1
- SW480 rereplic = -3.6%
- KB-3-1 tox = -0.7%
- GLP-1R agonist = -2.5%
- TDP-43 yeast inh = 17.8µM*
- HT1080NT lethal = 4.3%
- HT1080 IDH1KD tx = 9.3%
- KB-V1 MDR tox = -8.4%
- GLP1R inv ag = 46.4%[activator]
- HEK293 tox = -10.5%

O=C(Nc1nc2ccccc2[nH]1)c1cccc(Br)c1
- SW480 rereplic = 18.5%
- KB-3-1 tox = ?
- GLP-1R agonist = 14.8%
- TDP-43 yeast inh = -8.6%
- HT1080NT lethal = -15.6%
- HT1080 IDH1KD tx = -24.8%
- KB-V1 MDR tox = ?
- GLP1R inv ag = ?
- HEK293 tox = ?

Rows were taken by chance (roughly 9.4% active in at least one column).
